NF-kB expr up: raises NF-kB expression in human neuronal cells | NF-kB reporter expression; active compounds read high | fold change at 12.5 µM | 1.6% of 190,000 active | AID 1239; in the data active = fold change above about 3.3
G6PDH CS: counter-screen for G6PDH assay hits: L. mesenteroides G6PDH inhibition; AID 1020; inhibition, % at 5 µM; 0.12% of 200,000 active; Purified L. mesenteroides G6PDH, diaphorase/resazurin coupled fluorescence, 45 min; in the data active = inhibition above about 50%
FLuc inhib CS: Photinus pyralis luciferase inhibition counter-screen; ATPLite firefly luciferase biochemical luminescence, 10 min; inhibition, % at 10 µM; 1.5% of 200,000 active; AID 1006;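 active = inhibition above about 50% when tested at 10 µM, limit read from the data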
Target sequence (P08659 whole entry, looked up): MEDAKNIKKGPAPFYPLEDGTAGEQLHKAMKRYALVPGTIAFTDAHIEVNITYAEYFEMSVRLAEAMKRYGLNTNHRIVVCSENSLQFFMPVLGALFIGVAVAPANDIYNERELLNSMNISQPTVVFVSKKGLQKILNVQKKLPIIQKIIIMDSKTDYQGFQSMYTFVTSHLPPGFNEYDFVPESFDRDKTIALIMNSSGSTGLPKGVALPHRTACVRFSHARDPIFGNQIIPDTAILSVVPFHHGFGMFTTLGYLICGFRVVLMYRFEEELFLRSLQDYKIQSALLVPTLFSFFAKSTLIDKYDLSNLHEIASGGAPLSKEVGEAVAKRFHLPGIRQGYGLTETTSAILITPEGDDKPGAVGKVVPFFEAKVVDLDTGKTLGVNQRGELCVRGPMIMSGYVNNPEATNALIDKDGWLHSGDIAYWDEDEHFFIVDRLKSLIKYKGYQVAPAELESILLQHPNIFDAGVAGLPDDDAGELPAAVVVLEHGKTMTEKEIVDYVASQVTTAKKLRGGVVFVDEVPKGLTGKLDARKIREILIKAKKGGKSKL
FLuc act counter: affects firefly luciferase, flagging false hits in luciferase stimulation screens; 200,000 tested, under 10 active; activation factor at 10 µM; AID 1027; P08659; ATPlite luciferase biochemical, luminescence, 10 min; 0 = ATP-free wells, 1 = DMSO control;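 active = luciferase activation factor, scaled between plate controls, of at least 2 with compound at 10 µM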
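Material: luciferase plus luciferin reagent, cell-free. Medium: PBS buffer for ATP. Also added: ATP substrate, dispensed from a 10.24 µM working solution in PBS. Doses: test compounds dosed from 2 mM stocks in 100% DMSO. Incubation: 10 min post-reagent at room temperature. Technique: light output (luminescence). Read-out basis: luminescence gain marking luciferase activators.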
Diaph inh CS: counter-screen for diaphorase-based assays: diaphorase inhibitors and chemical oxidizers; inhibition, % at 20 µM; 0.69% of 190,000 active; diaphorase resazurin-to-resorufin fluorescence, NADH, 16 min; bacterial (C. kluyveri) enzyme, not human; AID 1217;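 active = primary screen inhibition at 20 µM above a set limit, cut at about 50% in these data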;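 note: plate controls were DMSO with full reaction for no effect and wells lacking NADH for full effect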
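controls = No-NADH positive control and DMSO neutral control | system = Clostridium kluyveri diaphorase enzyme | timing = reaction incubation of 16 min at room temperature | signal = resorufin fluorescence 544/590 nm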
STAT1 activator: STAT1 signaling activation. NIH 3T3 STAT1-luciferase reporter, IFN-gamma, luminescence; 100% = IFN-gamma alone, no compound. activation (% of control), % at 5.5 µM. 2.6% of 200,000 active. AID 932;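 active = activation above the screen-wide mean activation plus 3 SD, cut at about 130% in these data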;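 note: raw ratio to IFN-gamma control signal so 100% means no change and 0% no light; values of inactives mirror those of a sister screen read the other way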
APP 5UTR inh: APP translation inhibition; inhibition, % at 2 µM; 0.82% of 190,000 active; SH-SY5Y APP 5'UTR-luciferase reporter, luminescence;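 active = inhibition above a set limit, derived from the sample mean plus 3 SD, cut at about 45% in these data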; note: values of inactives mirror those of a sister screen read the other way
TLR4-MyD88 BLA: blocks binding of human TLR4 to MyD88 | 0.18% of 200,000 active | HeLa CL3-4 TLR4/MyD88 BLA complementation, FRET ratio | O00206+Q99836 | AID 861 | inhibition, % at 8.4 µM; in the data active = inhibition above about 25%;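 note: 0% = vehicle and 100% = reference inhibitor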
APP 5'UTR act: activates APP 5'UTR luciferase reporter; SH-SY5Y APP 5'UTR luciferase reporter, luminescence; zero percent = DMSO vehicle wells; activation, % at 2 µM; 1% of 190,000 active;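 active = activation above a set limit, based on mean plus 3 SD of controls, cut at about 140% in these data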; note: values of inactives mirror those of a sister screen read the other way
Diaph act CS: counter-screen for diaphorase-based assays: diaphorase activators and chemical reducers; Diaphorase/resazurin coupled assay, resorufin fluorescence, 16 min; active compounds read high; 1 = vehicle wells, 0 = NADH-free wells; activation factor at 20 µM; 0.005% of 190,000 active;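 active = diaphorase activity raised at least twofold by the compound at 20 µM; inactive = activation factor below 2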
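Material: purified diaphorase enzyme from Clostridium kluyveri / Medium: HEPES pH 7.4 buffer with MgCl2 and Tween 20 / Schedule: enzyme reaction of 16 min at room temperature / Measured by: resorufin fluorescence, excitation 544 nm, emission 590 nm / Evaluation: rise in resorufin formation, marking diaphorase activation or chemical reduction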
Starred values were filed as active, the others as inactive.

molecule	NF-kB expr up	G6PDH CS	FLuc inhib CS	FLuc act counter	Diaph inh CS	STAT1 activator	APP 5UTR inh	TLR4-MyD88 BLA	APP 5'UTR act	Diaph act CS
COc1ccc(-c2nc3ccccc3c(=O)n2CCN2CCOCC2)cc1	0.98	-6	-7	1.1	12	104	-15	-10	15	0.9
Cn1cc(CNCc2cn(C)nc2-c2ccc(C3CCCCC3)cc2)cn1	1.1	8	1	1	20	103	-7	-5	7	0.8
Cn1c(=O)n(C)c2cc(C(=O)c3ccccc3)ccc21	1.1	2	0	1	1	103	-6	5	5	1
COc1ccccc1OCC(=O)N(Cc1nc(-c2ccc(Cl)cc2)no1)C(C)C	0.86	2	-8	1.1	17	98	5	5	-5	0.8
COc1ccc(Cl)cc1NC(=O)CN1CCc2ccccc21	1	0	-1	1	12	101	-10	11	10	0.9
Cc1ccc(-c2ccc(/C=C3/NC(=O)NC3=O)o2)cc1[N+](=O)[O-]	0.58	-1	-6	1.1	4	115	-12	11	12	1
Cc1noc(C)c1CSc1nc2ccccc2s1	1.4	8	-2	1	16	104	-23	2	23	0.8
O=C1N(c2ccc(Cl)c(Cl)c2)CN(Cc2ccccc2)CN1n1cnnc1	1.1	-7	-4	1	8	93	-14	-11	14	0.9
CC1(C)Cc2c(sc3nc4n(c(=N)c23)CCCCC4)CO1	1.6	-6	-8	1.1	8	92	-37	-2	37	0.9
C=CCn1c(NCCO)nc2sc3c(c2c1=O)CCC3	1.1	0	-8	1.1	15	96	22	8	-22	0.8
COc1ccc(S(=O)(=O)Nc2ccc3c(c2)OCO3)cc1C	1.8	1	-5	1.1	17	90	0	2	0	0.8
COc1ccccc1CC(NC(C)=O)C(=O)N1CCN(C(=O)Nc2ccccc2Cl)CC1 (stereo not drawn)	1.1	6	-3	1	0	102	41	11	-41	1
CC(=O)OCCCn1c(C)[n+](C)c2cc(Cl)c(Cl)cc21	1.2	12	-2	1	27	94	-5	-7	5	0.7
Nc1cc2c(cc1O)CCCC2	0.91	27	4	1	38	104	-17	-3	17	0.6
Cc1ccc2c(c1)nnn2C1CCN(S(=O)(=O)c2ccc(C(=O)N3C(C)CCCC3C)cc2)CC1 (stereo not drawn)	0.69	1	-7	1.1	31	80	5	14	-5	0.7
O=C(Cn1nnc(-c2ccccc2F)n1)Nc1ccc2c(c1)OCO2	0.94	1	-1	1	27	100	-3	1	3	0.7
COc1ccc(CN2C(=O)c3c(c(C)n(C)c3C)C2C(=O)NC2CCC(C)CC2)cc1 (stereo not drawn)	1.2	4	-3	1	14	97	16	0	-16	0.9
CCOc1ccc(OCc2cccc(C(=O)N3CCCCCC3)c2)cc1	2.5	6	67*	0.3	0	34	-113	2	113	1
Cc1cc(NC(=O)CCCOc2ccc(Cl)cc2Cl)no1	1.3	23	6	0.9	-8	105	2	0	-2	1.1
COc1cc(C(=O)OCC(=O)Nc2cc(C)on2)cc(OC)c1OC	1.1	4	-5	1	15	96	4	-11	-4	0.9
CCOC(=O)C1C(=O)C=C(c2ccc([N+](=O)[O-])cc2)CC1c1ccccc1 (stereo not drawn)	0.61	-20	-10	1.1	29	107	-7	-2	7	0.7
COc1ccc(CN2C(=O)CN=C2Nc2ccc(C)cc2C)cc1	1.2	-3	-5	1	18	102	-32	5	32	0.8
CCOC(=O)CNC(=O)CNC(=O)Cn1ccc2ccccc2c1=O	1.1	6	-1	1	0	105	-14	11	14	1
CCCCCC(=O)NNC(=S)NC(=O)c1ccc([N+](=O)[O-])cc1	1.2	-9	-3	1	6	97	-3	-2	3	0.9
FC(F)(F)c1cc(-c2ccco2)nc(NCCc2ccccc2)n1	1.6	6	-3	1	13	117	-10	-6	10	0.9
Cc1ccc(CCNC(=O)C2CCN(S(=O)(=O)N3CCCC3)CC2)cc1	0.95	4	-3	1	16	102	24	7	-24	0.8
CC(Sc1nc(-c2ccc(F)cc2)cs1)C(=O)Nc1ccc(Cl)cn1 (stereo not drawn)	1.1	10	-3	1	16	99	13	2	-13	0.8
O=C(COC(=O)/C=C/c1cccc(Cl)c1)NCCc1ccccc1	1.2	7	-2	1	8	88	1	-8	-1	0.9
CC(=O)Nc1ccc(S(=O)(=O)NNC(=O)COc2cccc3ccccc23)cc1	0.9	-10	-2	1	12	90	11	-7	-11	0.9
COCCn1c(=NC(=O)c2nc3ccccc3s2)sc2cc(S(C)(=O)=O)ccc21	0.79	-22	-1	1	13	99	1	1	-1	0.9
CCN(CC)S(=O)(=O)c1ccc(OC)c(NC(=O)c2cn(CC)c3nc(C)ccc3c2=O)c1	0.93	-1	-1	1	6	95	11	0	-11	0.9
COc1ccc(C(CC(=O)NCc2ccccc2)Sc2n[nH]c(-c3ccccc3)n2)cc1 (stereo not drawn)	1.1	-12	-4	1	8	100	-6	2	6	0.9
CNC(=S)N1CCC(n2cnc3ccccc32)CC1	0.85	11	-2	1	1	101	10	-9	-10	1
Cc1cc(C)n(-c2nc3ccccc3c(=O)n2OCC(=O)Nc2c(C)cccc2C)n1	0.82	-1	-4	1	7	103	20	-5	-20	0.9
COc1ccc(CCNC(=O)CSc2nc(C)cc(C)n2)cc1OC	1.1	1	-3	1	4	97	5	-4	-5	1
CCOC(=O)c1sc(NC(=O)c2cc(-c3ccc(C)cc3)nc3ccccc23)c(C#N)c1C	0.5	-8	3	1	21	106	-7	10	7	0.8
O=C1OC(c2ccccc2)=C/C1=C/N1CCCCC1	1.3	2	36	0.6	17	170*	-66	18	65	0.8
COc1ccc2cc(C(=O)Nc3ccc(Cl)cc3)sc(=O)c2c1OC	1.1	-18	-6	1.1	2	96	-4	-1	4	1
CC(C)Cn1c(/C=C/c2ccco2)nc2ccccc21	1.5	4	1	1	23	96	-4	-3	4	0.8
CCOc1ccc2nc(SCC(=O)NC3CCS(=O)(=O)C3)[nH]c2c1 (stereo not drawn)	1.1	2	2	1	8	96	0	-8	0	0.9
CCc1ccc(NC(=S)N(CCCN2CCN(C)CC2)Cc2cccs2)cc1	1.1	3	-7	1.1	14	89	-14	-3	14	0.9
Cc1cccc(Cn2c(=O)n(-c3ccc(CC(=O)NCc4ccco4)cc3)c(=O)c3sccc32)c1	1.2	12	-2	1	-6	112	-11	3	11	1.1
COc1cc(/C=C2\OC(=O)c3c(OC)cccc32)ccc1O	2.1	3	30	0.7	8	112	-62	-12	62	0.9
O=C(/C=C/c1ccc([N+](=O)[O-])cc1)NCc1ccccn1	1.1	3	-6	1.1	-4	108	18	-8	-18	1
Cn1cc(/C=N\NC(=O)c2cccs2)c2ccccc21	1.9	-8	27	0.7	8	129*	-30	-8	30	0.9
COc1ccc(Nc2nc(OC)nc(N3CCOCC3)n2)cc1	0.93	6	-4	1	12	104	-6	3	6	0.9
O=[N+]([O-])c1cc(S(=O)(=O)N2CCOCC2)ccc1N1CCCC1	1.1	12	3	1	3	103	-4	-9	3	1
CC1(C)NC(=O)N(CC(O)CNC23CC4CC(CC(C4)C2)C3)C1=O (stereo not drawn)	1.1	5	-10	1.1	7	95	24	5	-24	0.9
COc1ccc(OC)c(C2C(C(C)=O)=C(O)C(=O)N2Cc2cccnc2)c1 (stereo not drawn)	1.2	4	-4	1	8	94	-5	7	5	0.9
CCC(=O)Nc1cc(-c2nn(C)c(=O)c3ccccc23)ccc1OC	0.95	3	-11	1.1	11	80	-7	4	7	0.9

Following part
molecule	NF-kB expr up	G6PDH CS	FLuc inhib CS	FLuc act counter	Diaph inh CS	STAT1 activator	APP 5UTR inh	TLR4-MyD88 BLA	APP 5'UTR act	Diaph act CS
CCCC(=O)Nc1cccc(Oc2nc(C)cc(C)c2C#N)c1	1.6	2	-8	1.1	-1	102	-5	4	5	1
CC(C)(C)NC(=O)c1ccccc1NC(=O)C1CCCO1 (stereo not drawn)	0.92	9	-9	1.1	12	106	-20	10	20	0.9
O=C(Nc1ccncc1)c1ccc2c(c1)S(=O)(=O)c1ccccc1C2=O	0.58	-4	-7	1.1	16	92	5	-4	-5	0.8
Cc1ccc(C(=O)NCCNc2nc3cc(C)c(C)cc3cc2C)cc1	1	8	0	1	-12	103	-20	3	21	1.1
O=C1c2ccccc2C(=O)N1Cc1nc2ccccc2c(=O)n1CCCn1ccnc1	1.2	13	-7	1.1	-2	90	0	4	0	1
Cc1ccc(C(c2sc3nc(C)nn3c2O)N2CCN(c3ccccc3F)CC2)cc1 (stereo not drawn)	1	5	-4	1	20	106	-13	0	13	0.8

Molecules above that have a Cl atom:
molecule	NF-kB expr up	G6PDH CS	FLuc inhib CS	FLuc act counter	Diaph inh CS	STAT1 activator	APP 5UTR inh	TLR4-MyD88 BLA	APP 5'UTR act	Diaph act CS
COc1ccccc1OCC(=O)N(Cc1nc(-c2ccc(Cl)cc2)no1)C(C)C	0.86	2	-8	1.1	17	98	5	5	-5	0.8
COc1ccc(Cl)cc1NC(=O)CN1CCc2ccccc21	1	0	-1	1	12	101	-10	11	10	0.9
O=C1N(c2ccc(Cl)c(Cl)c2)CN(Cc2ccccc2)CN1n1cnnc1	1.1	-7	-4	1	8	93	-14	-11	14	0.9
COc1ccccc1CC(NC(C)=O)C(=O)N1CCN(C(=O)Nc2ccccc2Cl)CC1 (stereo not drawn)	1.1	6	-3	1	0	102	41	11	-41	1
CC(=O)OCCCn1c(C)[n+](C)c2cc(Cl)c(Cl)cc21	1.2	12	-2	1	27	94	-5	-7	5	0.7
Cc1cc(NC(=O)CCCOc2ccc(Cl)cc2Cl)no1	1.3	23	6	0.9	-8	105	2	0	-2	1.1
CC(Sc1nc(-c2ccc(F)cc2)cs1)C(=O)Nc1ccc(Cl)cn1 (stereo not drawn)	1.1	10	-3	1	16	99	13	2	-13	0.8
O=C(COC(=O)/C=C/c1cccc(Cl)c1)NCCc1ccccc1	1.2	7	-2	1	8	88	1	-8	-1	0.9
COc1ccc2cc(C(=O)Nc3ccc(Cl)cc3)sc(=O)c2c1OC	1.1	-18	-6	1.1	2	96	-4	-1	4	1

Rows were taken by chance; about 5.6% have a hit in one of these screens.
